NFkB SMM – binders of NF-kB p50 subunit, primary screen, biochemical, small molecule microarray, anti-His fluorescence; anti-His fluorescence binding; AID 624139, 2012; hit rate 1.3% among 17,000; calls only;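 active = spot fluorescence over background significantly raised, with a chance value under 7% in all four replicate spots of the compound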;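 also: probe protein is his-tagged human p50 processed subunit at 1 µg/ml; raw spot fluorescence signals with no normalization applied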
Target sequence (P19838 1-433 limits assumed): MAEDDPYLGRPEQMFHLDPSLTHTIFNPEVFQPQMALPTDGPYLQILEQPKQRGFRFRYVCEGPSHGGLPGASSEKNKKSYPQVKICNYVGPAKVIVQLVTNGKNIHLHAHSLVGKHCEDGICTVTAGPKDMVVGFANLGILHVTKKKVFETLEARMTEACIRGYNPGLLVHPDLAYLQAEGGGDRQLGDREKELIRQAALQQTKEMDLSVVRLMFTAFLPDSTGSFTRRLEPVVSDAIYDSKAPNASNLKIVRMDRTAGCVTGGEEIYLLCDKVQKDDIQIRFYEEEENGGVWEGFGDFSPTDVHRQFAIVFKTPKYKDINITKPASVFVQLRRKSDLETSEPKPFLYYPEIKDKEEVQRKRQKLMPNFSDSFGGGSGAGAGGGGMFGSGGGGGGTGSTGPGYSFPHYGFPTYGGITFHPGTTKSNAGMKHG
Calls only; i = inactive. Some of the compounds tested; count on the stated rates, not on these rows.

structure | NFkB SMM
Cc1c(NC(=O)C(C)N2C(=O)c3ccccc3C2=O)c(=O)n(-c2ccccc2)n1C (centres undefined) | i
C[C@H]1CN([C@@H](C)CO)C(=O)c2cccc(NS(C)(=O)=O)c2O[C@H]1CN(C)Cc1ccc(Oc2ccccc2)cc1 | i
NC(=O)C1=C[C@H](c2ccc(Br)cc2)C[C@H](OCc2ccc(CO)cc2)O1 | i
C[C@H]1CN([C@@H](C)CO)C(=O)c2cccc(N(C)C)c2O[C@@H]1CN(C)Cc1ccc(C(=O)O)cc1 | i
CNC[C@H]1Oc2c(NC(=O)Nc3ccc(C(F)(F)F)cc3)cccc2C(=O)N([C@H](C)CO)C[C@@H]1C | i
Cc1noc(C)c1S(=O)(=O)N(C)C[C@@H]1Oc2c(NC(=O)c3cnccn3)cccc2C(=O)N([C@@H](C)CO)C[C@@H]1C | i
C[C@H](CO)N1C[C@H](C)[C@@H](CN(C)S(=O)(=O)c2ccc(Cl)cc2)Oc2c(NC(=O)C3CCOCC3)cccc2C1=O | i
C[C@@H]1CN([C@@H](C)CO)C(=O)Cc2cc(NS(C)(=O)=O)ccc2O[C@@H]1CN(C)C | i
Cc1ccccc1OCC(=O)Nc1ccccc1NC(=O)c1ccco1 | i
C[C@@H]1CCCCO[C@H](CN(C)C(=O)Nc2cccc3ccccc23)[C@H](C)CN([C@@H](C)CO)C(=O)c2cc(NC(=O)c3ccncc3)ccc2O1 | i
C[C@H]1CN([C@@H](C)CO)C(=O)c2cccc(NS(=O)(=O)c3ccc(Cl)cc3)c2O[C@@H]1CN(C)C(=O)Nc1cccc2ccccc12 | i
C[C@H]1CN([C@@H](C)CO)C(=O)CCCn2cc(nn2)CO[C@@H]1CN(C)Cc1ccncc1 | i
C[C@@H]1CN([C@H](C)CO)C(=O)c2cccc(NC(=O)C3CCCCC3)c2O[C@H]1CN(C)C(=O)Nc1ccccc1 | i
CCOC(=O)c1cn(C[C@H](Cc2ccccc2)NC(=O)N[C@H](CO)CCc2oc(C(C)=O)c(C(=O)OC)c2C(=O)OC)nn1 | i
CCC(C)C(O)C(C)(O)/C=C/C1=CC2=CC(=O)C(C)(O)C(O)C2CO1 (centres undefined) | i
C[C@@H]1CCCCO[C@H](CN(C)C)[C@@H](C)CN([C@H](C)CO)C(=O)c2cc(NS(=O)(=O)c3cccs3)ccc2O1 | i
COc1ccc(C(C)=O)cc1CSc1nc(C)cc(C)n1 | i
COc1ccc(S(=O)(=O)N(C)C[C@@H]2Oc3ccc(NC(=O)CCCN(C)C)cc3CC(=O)N([C@H](C)CO)C[C@H]2C)cc1 | i
Cc1cc(C)cc(N(CC(=O)Nc2c(C)cc(C)cc2C)S(C)(=O)=O)c1 | i
Cc1noc(C)c1S(=O)(=O)Nc1ccc2c(c1)C(=O)N([C@H](C)CO)C[C@H](C)[C@@H](CN(C)C(=O)CCC(F)(F)F)OCCCC[C@@H](C)O2 | i

Reprinted at random: five compounds from above, in no set order.
structure | NFkB SMM
C[C@@H]1CN([C@H](C)CO)C(=O)c2cccc(NC(=O)C3CCCCC3)c2O[C@H]1CN(C)C(=O)Nc1ccccc1 | i
CCOC(=O)c1cn(C[C@H](Cc2ccccc2)NC(=O)N[C@H](CO)CCc2oc(C(C)=O)c(C(=O)OC)c2C(=O)OC)nn1 | i
Cc1cc(C)cc(N(CC(=O)Nc2c(C)cc(C)cc2C)S(C)(=O)=O)c1 | i
COc1ccc(C(C)=O)cc1CSc1nc(C)cc(C)n1 | i
Cc1noc(C)c1S(=O)(=O)Nc1ccc2c(c1)C(=O)N([C@H](C)CO)C[C@H](C)[C@@H](CN(C)C(=O)CCC(F)(F)F)OCCCC[C@@H](C)O2 | i

Further structures follow:
structure | NFkB SMM
Cc1noc(C)c1S(=O)(=O)Nc1ccc2c(c1)CC(=O)N([C@@H](C)CO)C[C@@H](C)[C@@H](CN(C)S(=O)(=O)c1ccccc1)O2 | i
O=C(NCc1ccccc1)[C@@]1(CCS(=O)(=O)c2ccccc2)COC(c2ccc(OCCCO)cc2)=N1 | i
C[C@H](CO)N1C[C@H](C)[C@@H](CN(C)C(=O)Nc2ccccc2)OCCCC[C@H](C)Oc2ccc(NS(C)(=O)=O)cc2C1=O | i
C[C@H](CO)N1C[C@H](C)[C@H](CN(C)Cc2ccc(C(=O)O)cc2)Oc2ccc(NC(=O)C3CC3)cc2C1=O | i
C[C@@H]1CN([C@@H](C)CO)C(=O)c2cc(NC(=O)C3CC3)ccc2O[C@@H]1CN(C)C(=O)NC1CCCCC1 | i
C[C@H](CO)N1C[C@H](C)[C@@H](CN(C)CC2CC2)Oc2c(NC(=O)c3ccc(-c4nccs4)cc3)cccc2C1=O | i
COc1cc(NC(=O)COc2cc(C)c(C)cc2C)c(C(=O)O)cc1OC | i
O=C(CSc1n[nH]c(-c2ccc(Cl)cc2)n1)NC1CC2CCC1C2 (centres undefined) | i
Cc1noc(C)c1NC(=O)Nc1cccc2c1O[C@H](CN(C)C(=O)Nc1c(C)noc1C)[C@@H](C)CN([C@@H](C)CO)C2=O | i
O=C(NCc1nc2ccccc2[nH]1)C1=C[C@H](c2ccc(C(F)(F)F)cc2)C[C@H](OCc2ccc(CO)cc2)O1 | i
C[C@H](CO)N1C[C@H](C)[C@H](CN(C)S(=O)(=O)c2cn(C)cn2)Oc2ccc(NC(=O)NC3CCCCC3)cc2CC1=O | i
O=C(NCCCn1ccnc1)c1c(F)cccc1F | i
C[C@H]1CN([C@@H](C)CO)C(=O)c2cccc(NC(=O)Nc3ccc(F)cc3)c2O[C@H]1CN(C)C | i
COC(=O)C1(Cc2ccc(O)c(CC=C(C)C)c2)OC(=O)C(OC)=C1c1ccc(O)c(O)c1 (centres undefined) | i
CC(C)NC(=O)N(C)C[C@@H]1OCCCC[C@@H](C)Oc2ccc(NC(=O)Cc3ccccc3)cc2C(=O)N([C@@H](C)CO)C[C@H]1C | i
Cc1noc(C)c1NC(=O)N(C)C[C@@H]1Oc2ccc(NC(=O)Cc3cn(C)c4ccccc34)cc2CC(=O)N([C@H](C)CO)C[C@H]1C | i
Cc1cc(C)c2c(CC(=O)N(CC#N)CC#N)coc2c1 | i
C[C@H](CO)N1C[C@H](C)[C@@H](CN(C)Cc2ccc(C(=O)O)cc2)Oc2c(NC(=O)Nc3ccc(F)cc3)cccc2C1=O | i
O=C(CCc1nc(-c2ccccc2Cl)no1)Nc1ccccc1[N+](=O)[O-] | i
CC1=CC(=O)[C@H]2C(C)(C)CCC[C@]2(C)[C@@]1(O)CO | i
C[C@@H]1CCCCO[C@@H](CN(C)C(=O)CCC(F)(F)F)[C@@H](C)CN([C@@H](C)CO)C(=O)c2cc(NS(=O)(=O)c3cccs3)ccc2O1 | i
C[C@@H]1CN([C@H](C)CO)C(=O)c2cccc(NC(=O)Nc3ccc4c(c3)OCO4)c2O[C@@H]1CN(C)C(=O)NC1CCCCC1 | i
C[C@@H]1CN([C@@H](C)CO)C(=O)Cc2cc(NC(=O)Cc3ccccc3)ccc2O[C@@H]1CN(C)S(=O)(=O)c1cccs1 | i
C[C@@H]1CCCCO[C@H](CN(C)C(=O)Cc2ccccc2)[C@@H](C)CN([C@@H](C)CO)C(=O)c2cc(NS(C)(=O)=O)ccc2O1 | i
C[C@H](CO)N1C[C@H](C)[C@H](CN(C)C(=O)Nc2ccc3c(c2)OCO3)Oc2ncc(C#Cc3ccccc3)cc2C1=O | i
C[C@@H]1CCCCO[C@@H](CN(C)C(=O)c2ccccc2)[C@@H](C)CN([C@H](C)CO)C(=O)c2cc(NC(=O)Nc3ccc(F)cc3)ccc2O1 | i
C[C@@H]1CN([C@@H](C)CO)C(=O)c2cc(NC(=O)Nc3ccc4c(c3)OCO4)ccc2O[C@@H]1CN(C)Cc1ccc(C(F)(F)F)cc1 | i
COc1cc(NC(=O)C2CC=CCC2C(=O)O)ccc1NC(=O)c1ccccc1 (centres undefined) | i
CCOC(=O)c1nnn(-c2nonc2-n2cccc2)c1CN1CCOCC1 | i
Cc1noc(C)c1NC(=O)N(C)C[C@@H]1OCCCC[C@H](C)Oc2ccc(NS(C)(=O)=O)cc2C(=O)N([C@@H](C)CO)C[C@H]1C | i
C[C@@H]1CN([C@H](C)CO)C(=O)Cc2cc(NS(=O)(=O)c3cn(C)cn3)ccc2O[C@H]1CN(C)S(=O)(=O)c1ccc(Cl)cc1 | i
COc1ccc([Si](C)(C)[C@H]2[C@H](CCO)O[C@@]3(C(=O)N(Cc4cccc(NC(C)=O)c4)c4ccccc43)[C@@H]2C)cc1 | i
Cc1noc(C)c1S(=O)(=O)Nc1ccc2c(c1)C(=O)N([C@@H](C)CO)C[C@@H](C)[C@H](CN(C)C)OCCCC[C@@H](C)O2 | i
CC(C)NC(=O)N(C)C[C@H]1OCCCC[C@@H](C)Oc2ccc(NC(=O)Nc3ccccc3)cc2C(=O)N([C@@H](C)CO)C[C@H]1C | i
C[C@@H]1CN([C@@H](C)CO)C(=O)c2cccc(NC(=O)c3ccncc3)c2O[C@@H]1CN(C)Cc1ccc2c(c1)OCO2 | i
COc1ccc(CN(C)C[C@H]2Oc3ccc(NC(=O)c4ccncc4)cc3CC(=O)N([C@H](C)CO)C[C@@H]2C)cc1 | i
O=C(NCc1ccccn1)c1ccccc1O | i
O=C(C1=C[C@@H](c2ccc3c(c2)Cc2ccccc2-3)C[C@@H](OCCCCO)O1)N1CCN(Cc2ccc3c(c2)OCO3)CC1 | i
C[C@@H]1CN([C@@H](C)CO)C(=O)c2cc(NS(=O)(=O)c3ccccc3)ccc2O[C@H]1CN(C)C(=O)NC1CCCCC1 | i
COc1ccccc1NC(=O)C1=C(C)Nc2ncnn2C1c1ccccn1 (centres undefined) | i
COc1cccc(S(=O)(=O)NCC(=O)N2CCCCCC2)c1 | i
CCN1C(=O)C(O)(CC(=O)c2ccco2)c2cc(Br)ccc21 (centres undefined) | i
COc1cc2c(cc1C(F)(F)F)N(C(=O)Nc1cc(F)cc(-c3cccnc3)c1)CC2 | i
C[C@@H]1CN([C@@H](C)CO)C(=O)c2cc(NS(=O)(=O)c3cccs3)ccc2O[C@H]1CN(C)C(=O)Nc1ccc(F)cc1 | i
COc1ccc(S(=O)(=O)Nc2ccc3c(c2)C(=O)N([C@@H](C)CO)C[C@@H](C)[C@@H](CN(C)Cc2ccccc2)OCCCC[C@H](C)O3)cc1 | i
C[C@@H]1CN([C@H](C)CO)C(=O)Cc2cc(NC(=O)NC3CCCCC3)ccc2O[C@H]1CN(C)C(=O)Nc1ccccc1 | i
C[C@@H]1CN([C@@H](C)CO)C(=O)c2cccc(NS(=O)(=O)c3cn(C)cn3)c2O[C@H]1CN(C)Cc1ccc(Cl)c(Cl)c1 | i
CC(=O)c1cccc(NC(=O)CSc2nc3ccccc3c(=O)n2-c2ccccc2)c1 | i
CC1=CCC(C(C)(C)O[C@@H]2O[C@H](CO[C@@H]3O[C@H](COC(=O)c4cc(O)c(O)c(O)c4)[C@@H](O)[C@H](O)[C@H]3O)[C@@H](O)[C@H](O)[C@H]2O)CC1 (some centres undefined) | i
C[C@@H]1CCCCO[C@@H](CN(C)C(=O)c2ccncc2)[C@@H](C)CN([C@@H](C)CO)C(=O)c2cc(NS(=O)(=O)c3cccs3)ccc2O1 | i

Remaining list, next part
structure | NFkB SMM
CC(C)NC(=O)Nc1ccc2c(c1)CC(=O)N([C@H](C)CO)C[C@H](C)[C@H](CN(C)CC1CCCCC1)O2 | i
C[C@H](CO)N1C[C@H](C)[C@@H](CN(C)C(=O)Nc2ccnc(N3CCOCC3)c2)OCc2cn(nn2)CCCC1=O | i
Nc1ccc(S(=O)(=O)NC(=O)c2ccccc2)cc1 | i
Cc1noc(C)c1S(=O)(=O)Nc1ccc2c(c1)CC(=O)N([C@@H](C)CO)C[C@@H](C)[C@H](CN(C)C(=O)Nc1ccc(C(F)(F)F)cc1)O2 | i
C[C@@H]1CCCCO[C@@H](CN(C)Cc2ccncc2)[C@@H](C)CN([C@H](C)CO)C(=O)c2cc(NC(=O)Nc3ccccc3)ccc2O1 | i
C[C@H]1CN([C@@H](C)CO)C(=O)c2cc(NC(=O)CCC(F)(F)F)ccc2O[C@@H]1CN(C)S(=O)(=O)c1cccs1 | i
C[C@@H]1CN([C@@H](C)CO)C(=O)Cc2cc(NC(=O)C3CC3)ccc2O[C@H]1CN(C)C(=O)Nc1cccc2ccccc12 | i
COc1ccc(S(=O)(=O)Nc2cccc3c2O[C@@H](CN(C)S(=O)(=O)c2cn(C)cn2)[C@H](C)CN([C@@H](C)CO)C3=O)cc1 | i
CCn1c(SCC(=O)Nc2ccc(C(N)=O)cc2)nnc1-c1ccc(F)cc1 | i
COc1ccc(C#Cc2cnc3c(c2)C(=O)N([C@H](C)CO)C[C@H](C)[C@H](CN(C)C(=O)NC2CCCCC2)O3)cc1OC | i

Molecules above that have an NH in an aromatic ring, in the order listed:
structure | NFkB SMM
O=C(CSc1n[nH]c(-c2ccc(Cl)cc2)n1)NC1CC2CCC1C2 (centres undefined) | i
O=C(NCc1nc2ccccc2[nH]1)C1=C[C@H](c2ccc(C(F)(F)F)cc2)C[C@H](OCc2ccc(CO)cc2)O1 | i

(next part)
structure | NFkB SMM
C[C@H](CO)N1C[C@H](C)[C@H](CN(C)C(=O)Nc2ccc(F)cc2)Oc2ccc(NS(C)(=O)=O)cc2C1=O | i
O=C(NCCSc1nc2cc(C(F)(F)F)ccc2s1)C12CC3CC(CC(C3)C1)C2 | i
CN1CCN(C(=O)C2=C[C@H](C3CCCCC3)C[C@H](OCc3ccc(CO)cc3)O2)CC1 | i
COc1ccc(NC(=O)c2cccnc2C(=O)O)c(OC)c1 | i
C[C@H](CO)N1C[C@H](C)[C@H](CN(C)C(=O)c2ccncc2)OCCCC[C@H](C)Oc2ccc(NS(=O)(=O)c3ccccc3)cc2C1=O | i
